Screening results deposited in PubChem BioAssay by several laboratories.
procasp7 counter = procaspase-7 activators, primary screen, counter-screen for procaspase-3 activator project, biochemical, absorbance, HTS, human | activation, % at 8.5 µM | AID 463210, 2010 | recombinant procaspase-7, Ac-DEVD-pNA absorbance 405 nm; D23A/D198A/D206A triple mutant, cannot self-cleave; scale: DMSO 0, 5 µM enzyme 100 | hit rate 0.093% among 330,000;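 active = percent activation above the screen-wide mean plus 3 SD, cut at about 25% in these data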
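signal = Epi-absorbance of released pNA at 405 nm, two timepoints | assay system = Uncleavable procaspase-7 mutant enzyme | reagent = Ac-DEVD-pNA substrate, 400 µM as added | times = 1 h enzyme–compound preincubation and 2 h substrate reaction, both 25 °C | benchmarks = low DMSO alone, high DMSO plus 5 µM PC-7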
PP1 inh = PP1-alpha phosphatase inhibitors, primary screen, counter-screen for PP5 inhibitor project, biochemical, fluorescence, OMFP substrate, single point. purified PP1alpha. AID 2235, 2010. inhibition, % at 6.7 µM. hit rate 0.9% among 320,000;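 active = inhibition above the mean inhibition of all tested compounds plus 3 SD, computed separately for each screening campaign, cut at about 15% in these data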
VLA-4 inh = inhibition in human VLA-4 binding assay, primary screen, VLA-4 allosteric modulator project, MLPCN library, flow cytometry, VLA-4 expressing cells. Integrin alpha-4 (Homo sapiens), P13612. ligand binding flow cytometry. inhibition, % (about 7 µM as worked out from the volumes in the protocol). hit rate 0.2% among 330,000. AID 2557, 2010; in the data active = inhibition above about 50%
proCasp3 act = activators of human procaspase-3 D3A mutant, primary screen, biochemical, absorbance, PC-3 D3A mutant, single concentration; activation, % at 8.5 µM; recombinant procaspase-3 D3A, Ac-DEVD-pNA absorbance 405 nm; hit rate 0.11% among 330,000; Caspase-3 (Homo sapiens), P42574;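 active = activation above the mean of all tested compounds plus 3 SD, cut at about 21% in these data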;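 also: 0% = DMSO alone and 100% = DMSO wells spiked with extra 5 µM PC-3 D3A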
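Compound: 8.5 µM single point, 0.8% DMSO / Material: Autoprocessing-dead procaspase-3 D3A mutant enzyme / Timing: 1 h preincubation plus 2 h reaction at 25 °C / Medium: Zinc-free HEPES/NaCl buffer with 0.01% Triton X-100 at pH 7.4 / Technique: 405 nm absorbance of p-nitroaniline, reads at 0 and 120 min / Repeats: one well per compound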
PP5 inh = PP5 phosphatase inhibitors, primary screen, biochemical, fluorescence; purified PP5c, OMFP substrate fluorescence; hit rate 0.18% among 320,000; inhibition, % at 6.7 µM;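 active = inhibition above the campaign's mean inhibition across all tested compounds plus 3 SD, cut at about 9.5% in these data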;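 also: 0% = DMSO only and 100% = 100 µM cantharidin control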
Target sequence (P53041 whole entry, looked up): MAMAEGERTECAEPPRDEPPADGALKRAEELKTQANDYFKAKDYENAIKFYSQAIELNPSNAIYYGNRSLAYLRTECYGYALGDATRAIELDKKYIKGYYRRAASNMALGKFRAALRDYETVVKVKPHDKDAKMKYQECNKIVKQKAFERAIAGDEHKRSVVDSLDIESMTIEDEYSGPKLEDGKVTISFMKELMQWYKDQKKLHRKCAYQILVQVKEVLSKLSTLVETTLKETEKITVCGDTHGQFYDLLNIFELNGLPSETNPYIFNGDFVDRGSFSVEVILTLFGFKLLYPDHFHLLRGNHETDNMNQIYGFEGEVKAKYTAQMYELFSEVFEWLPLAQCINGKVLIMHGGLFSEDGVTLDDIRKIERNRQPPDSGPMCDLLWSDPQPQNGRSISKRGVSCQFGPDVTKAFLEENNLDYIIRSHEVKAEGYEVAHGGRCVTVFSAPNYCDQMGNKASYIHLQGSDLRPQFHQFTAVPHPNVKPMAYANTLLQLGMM
JMJD2C inh = inhibitors of GASC-1 histone demethylase, primary screen, biochemical, fluorescence, DELFIA europium | inhibition, % at 2.35 µM | GST-JMJD2C(1-420) H3K9me3 demethylation | hit rate 0.069% among 330,000 | AID 2099, 2009 | Lysine-specific demethylase 4C (Homo sapiens), Q9H3R0;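 active = more than half of a compound's replicate wells show inhibition beyond 50%, single wells judged on their own value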;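 also: signal counts dimethyl H3K9 product captured on neutravidin plate; 0% = median of DMSO wells and 100% = 0.3 times that DMSO median; strong numbers were not always called active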
Target sequence (Q9H3R0 1-420 limits assumed): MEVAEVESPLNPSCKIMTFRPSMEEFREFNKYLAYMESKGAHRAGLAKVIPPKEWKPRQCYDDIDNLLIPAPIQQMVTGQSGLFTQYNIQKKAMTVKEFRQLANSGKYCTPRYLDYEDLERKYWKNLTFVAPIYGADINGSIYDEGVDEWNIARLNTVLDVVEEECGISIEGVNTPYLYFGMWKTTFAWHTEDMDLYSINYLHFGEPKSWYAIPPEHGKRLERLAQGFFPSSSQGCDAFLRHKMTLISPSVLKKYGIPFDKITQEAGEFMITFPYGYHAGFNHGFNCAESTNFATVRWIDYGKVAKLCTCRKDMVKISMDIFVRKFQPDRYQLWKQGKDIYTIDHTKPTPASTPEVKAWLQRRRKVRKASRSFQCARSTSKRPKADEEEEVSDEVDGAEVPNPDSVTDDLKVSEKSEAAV
GRK2 aptamer HTS = compounds blocking aptamer binding on GRK2 – biochemical, human GRK2, bead flow cytometry, HTS, primary screen; Beta-adrenergic receptor kinase 1 (Homo sapiens), P25098; FAM-aptamer displacement from GRK2; inhibition of aptamer binding, % at 10 µM; hit rate 0.59% among 330,000; AID 488847, 2010;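 active = inhibition of aptamer binding above 40%, roughly 3 SD of noise, on plates passing a quality check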;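 also: median bead fluorescence of bound FAM aptamer so fluorescent compounds give negative values; no value below 0 was filed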
Fh CTSL1 inh = Fasciola hepatica cathepsin L1 inhibitors, primary screen, counter-screen for PFM18AAP inhibitor project, biochemical, QFRET, fluorogenic peptide substrate. recombinant F. hepatica cathepsin L1, Z-Leu-Arg-MCA fluorescence. inhibition, % at 5.96 µM. hit rate 0.49% among 300,000. AID 1906, 2009;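 active = inhibition above the mean of all tested compounds plus 3 SD, set per screening campaign, cut at about 17% in these data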;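 also: 0% = plate median of test compound wells and 100% = 1 µM Z-Phe-Ala-diazomethylketone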
core dimer inh = inhibitors of HCV core protein dimerization, primary screen, biochemical, TR-FRET, high-throughput; inhibition, % at 5 µM; AID 1899, 2009; TR-FRET GST/Flag-core106 dimerization, 1536-well; hit rate 0.33% among 300,000;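 active = inhibition above the mean of all tested compounds plus 3 SD, set per screening campaign, cut at about 45% in these data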
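Assay system: GST-tagged and Flag-tagged HCV core protein residues 1-106 / Times: compound-protein-antibody incubation 4 h at 22.5 °C / Signal: time-resolved FRET, ex 340 nm, em 617 and 671 nm / Evaluation: % inhibition based on acceptor/donor emission ratio / Benchmarks: wells lacking GST-core106 and wells with excess unlabelled core106 / Repeats: singlicate, one well per compound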
Active calls of the source: *; / = not tested or not shown; & = joins results of further samples. Rows were taken by chance; overall some 2.6% were active at least once.

SMILES	procasp7 counter	PP1 inh	VLA-4 inh	proCasp3 act	PP5 inh	JMJD2C inh	GRK2 aptamer HTS	Fh CTSL1 inh	core dimer inh
O=S(=O)(NCC1CCCO1)c1ccc(S(=O)(=O)N2CCc3ccccc3C2)cc1 (centres undefined)	2.4	-3.7	21.5	-0.9	-0.3	-15.1&1.5	1.0	-0.9	2.5
CCC(CC)C(=O)Nc1ccccc1NC(C)=O	5.8	-2.5	-4.6	7.1	0.6	0.8	1.0	-2.8	1.5
O=C(OCC(=O)N1CCN(C(=O)c2ccco2)CC1)c1c(Cl)cccc1Cl	6.7	/	0.0	-2.9	/	-8.8	0.0	/	/
COc1cc2c(C(=O)NCc3ccc4c(c3)OCO4)cn(C)c(=O)c2cc1OC	2.0	-2.0	2.4	8.7	0.5	-5.8	0.0	8.9	-0.4
CCN(CC)S(=O)(=O)c1ccc(NC2=NS(=O)(=O)c3ccccc32)cc1	0.0	6.3	1.9	0.8	2.9	5.3	0.0	-1.8	-4.1
CCc1nnc(NC(=O)Cc2ccc(OC)cc2)s1	-5.7	-2.3	6.2	5.0	1.0	8.4	0.0	-3.9	-0.9
CCOP(=O)(OCC)C(O)c1cc(OC)c(OC)c(OC)c1 (centres undefined)	7.7	-2.2	6.0	4.3	-1.0	6.0	0.0	0.8	-2.0
OC(CN1CCCCC1)CN(c1ccccc1)c1ccccc1 (centres undefined)	7.7	3.1	16.3	0.9	0.0	15.0	0.0	0.1	-3.9
CCSc1nnc2ccc(-c3cccs3)nn12	5.4	2.8	13.1	7.4	3.0	-1.6	2.0	-0.2	-0.4
CSC(SC)=C(C#N)C(=O)c1ccccc1	0.2	-2.5	14.4	-0.6	-0.8	-0.3	0.0	-3.7	-1.9
CCOc1ccc(CCNC(=O)c2cccc3c2C(=O)N(CCOC)C3)cc1OCC	1.2	2.0	6.3	-2.6	1.1	8.9	0.0	-5.3	3.2
CC(=O)Oc1ccc(C(=O)Nc2cccc(-c3nnc(-c4ccco4)o3)c2)cc1	2.5	1.4	-2.0	-1.5	0.0	5.7	0.0	-14.4	7.0
Cc1ccc(OCCOCCOc2ccc(Br)cc2/C=N\NC(=O)c2ccncc2)cc1	9.0	1.1	-3.9	-4.0	2.5	-3.4	0.0	-0.5	-4.1
O=S(=O)(c1ccc(Cl)cc1)N1CCCC1c1nc2ccccc2s1 (centres undefined)	-5.4	-7.5	-7.9	2.8	4.0	4.3	0.0	-4.5	0.3
CCNc1nc(SCC(=O)Nc2ccc(Cl)c(Cl)c2)nc(N(C)C)n1	6.6	-3.7	10.9	5.7	0.8	-0.8	45.0*	-1.1	3.6

Reformatted: results already given.
mol: Cc1ccc(OCCOCCOc2ccc(Br)cc2/C=N\NC(=O)c2ccncc2)cc1
  procasp7 counter: 9.0; PP1 inh: 1.1; VLA-4 inh: -3.9; proCasp3 act: -4.0; PP5 inh: 2.5; JMJD2C inh: -3.4; GRK2 aptamer HTS: 0.0; Fh CTSL1 inh: -0.5; core dimer inh: -4.1
mol: O=S(=O)(c1ccc(Cl)cc1)N1CCCC1c1nc2ccccc2s1 (centres undefined)
  procasp7 counter: -5.4; PP1 inh: -7.5; VLA-4 inh: -7.9; proCasp3 act: 2.8; PP5 inh: 4.0; JMJD2C inh: 4.3; GRK2 aptamer HTS: 0.0; Fh CTSL1 inh: -4.5; core dimer inh: 0.3

(more compounds)
SMILES	procasp7 counter	PP1 inh	VLA-4 inh	proCasp3 act	PP5 inh	JMJD2C inh	GRK2 aptamer HTS	Fh CTSL1 inh	core dimer inh
CC(C)(C)c1cc(NC(=O)CSc2nnc(N)s2)n(-c2ccccc2)n1	5.8	-0.1	16.6	1.2	-0.7	1.2	0.0	-2.3	3.7
Cc1nc(-c2ccc(S(=O)(=O)Nc3ccc(Br)cc3F)cc2)co1	12.3	3.8	-3.5	-5.8	-1.0	9.7	1.0	0.3	3.4
CC(C)(C)n1ncc2c(=O)n(Cc3c(F)cccc3Cl)cnc21	3.4	3.1	-2.8	0.1	1.3	-3.0	0.0	1.6	-1.2
O=C(O)CC1CCS(=O)(=O)C1 (centres undefined)	-5.3	-6.2	10.2	3.5	2.1	-1.8	0.0	-1.8	-2.3
Cc1csc(=S)n1-c1ccccc1	4.3	-2.0	-0.2	5.1	-0.7	1.9	0.0	2.1	-3.7
COc1nc(Oc2ccc(C(=O)O)cc2)nc(Oc2ccc(C(=O)O)cc2)n1	8.0	-5.0	3.7	-5.8	-1.3	-2.1	1.0	4.1	2.0
Cc1cnc([N+](=O)[O-])n1CCOC(=O)NC(=O)c1ccc(C(F)(F)F)cc1	4.5	-5.7	6.4	7.8	-3.8	-23.6	0.0	-1.6	0.2
Oc1ccc(-c2nnc(Nc3cccc(O)c3)c3ccccc23)cc1	7.8	2.2	2.3	0.1	2.1	-1.9	4.0	0.7	4.5
Cc1ccc(S(=O)(=O)N=S(CCO)CCO)cc1	8.8	-2.4	18.2	2.9	-2.9	17.1	0.0	-0.6	-8.3
COCCN(CCOC)C(=O)C12CCC(C)(C(=O)C1)C2(C)C (centres undefined)	1.1	-1.4	6.6	1.9	8.4	-11.4	2.0	-2.5	-0.3
COc1ccc(NC(=S)N2CCCC2)cc1OC	5.8	0.7	-2.0	-0.6	-3.7	10.9	1.0	-2.4	-0.1
O=c1[nH]c(=S)n(C2CCCCC2)c(O)c1C=NCCN1CCOCC1	-2.6	-1.1	-4.8	-6.7	1.7	-1.5	0.0	1.0	-1.4
COc1ccccc1OCCn1cc(/C=N/n2cnnc2)c2ccccc21	-13.3	1.0	-0.6	-3.9	2.4	2.0	1.0	0.3	-7.6
O=C(C1=C(O)C(=O)N(CCN2CCOCC2)C1c1ccccn1)c1cccs1 (centres undefined)	-28.1	4.5	7.6	-9.6	0.5	4.9	0.0	2.6	-4.8
O=C(Cn1cc(C(F)(F)F)ccc1=O)N1CCN(S(=O)(=O)c2ccc(Cl)cc2)CC1	2.0	0.5	6.4	6.0	-2.1	18.6&-14.6	0.0	-1.1	3.6
CC1CCc2sc(C(=O)OCC(=O)NC(N)=O)cc2C1 (centres undefined)	6.4	-1.3	-4.6	-1.7	1.5	11.1	0.0	1.7	-0.4
CCCN1CCc2c(sc3nc(SC)n(-c4ccccc4)c(=O)c23)C1	-0.4	7.1	-40.1	-2.6	-1.8	-3.1	11.0	0.8	6.5
COC(=O)c1ccc(NC(=O)CSc2nncn2-c2ccccn2)cc1	-0.9	-2.4	2.2	2.5	-1.3	-2.4	1.0	-1.3	7.4
COCCN(CCOC)C(=O)c1c[nH]c2ccc(S(=O)(=O)N(C)c3ccc(F)cc3)cc2c1=O	1.9	-1.5	-1.1	5.9	-0.4	5.8	0.0	-0.5	-4.5
CS(=O)(=O)N(CC(=O)N1CCCCCC1)c1ccccc1	17.6	2.1	6.5	-5.5	0.4	30.6	2.0	0.4	-5.8
Cc1cc(Cl)ccc1OCC(=O)NCCOC(=O)Nc1sc(=S)n(C)c1C	0.9	-0.6	7.1	-7.7	3.2	-9.1	0.0	3.4	-8.0
COc1cccc(NC(=O)COc2ccc(C(=S)N3CCN(C)CC3)cc2OC)c1	3.1	-3.7	1.1	8.8	-2.9	10.1	0.0	-7.7	-0.3
CCN(CC)S(=O)(=O)c1ccc(C(=O)Nc2cc3oc4ccccc4c3cc2OC)cc1	-8.8	-3.9	-2.6	-7.4	0.1	12.4	3.0	3.3	-2.0
O=C(NC1=NCCS1)c1ccc(Cl)cc1	11.9	3.5	3.7	4.2	1.4	6.2	0.0	2.2	-3.4
Cc1ccc(NC(=O)NC2CCCN2S(=O)(=O)c2ccc(Cl)cc2)cc1 (centres undefined)	-2.5	0.9	-3.1	-6.4	0.7	-8.4	2.0	0.5	4.1
O=C(CNC(=O)c1cccc(Br)c1)N/N=C/c1ccc2c(c1)OCO2	-0.4	-1.5	1.0	-1.9	2.8	-7.4	1.0	4.4	4.2
CCN(CC)c1ccc(C=C2C(=O)OC(C)(C(C)(C)C)OC2=O)cc1 (centres undefined)	-0.8	-0.3	-16.1	-4.3	1.4	3.2	2.0	3.8	8.0
COc1cc(/C=C(\C#N)C(=O)Nc2cccc(C(=O)O)c2)ccc1OCc1ccc(Cl)cc1	12.4	31.4*	14.4	1.4	4.0	-18.2	0.0	0.8	29.9
COc1cc(OC)cc(C(=O)/C=C2\Sc3ccccc3N2C)c1	8.2	-5.4	6.8	15.4	3.0	5.9	3.0	2.4	6.9
CCOc1ccc(-c2cc(CCCC(=O)Nc3cc(OC)ccc3OC)no2)cc1	-3.1	2.7	-6.6	7.7	1.4	15.5	2.0	4.6	5.0
O=C(O)/C(=C\c1ccc(F)cc1)c1ccc(-c2ccccc2)cc1	4.2	3.9	2.1	-1.0	0.7	-22.4	3.0	4.1	3.2
CN(c1cccc(NC(=O)CCSc2ccccc2)c1)S(C)(=O)=O	3.6	-3.3	10.8	-9.3	0.6	3.4	2.0	-10.4	-1.8
COCC(=O)N(Cc1ccccc1)c1ccccn1	-6.0	-1.2	-11.3	-1.2	-1.9	-5.3	0.0	-2.5	-5.8
Nc1c(C=C2C=CC(=O)C=C2)c(=O)nc2sc(CC(=O)N3CCOCC3)nn12	1.2	-1.5	9.8	-6.3	-0.5	-13.3	3.0	1.6	-1.9
O=C(Nc1ccccc1-c1nnn(CC(=O)N2CCCc3ccccc32)n1)c1cccc(Cl)c1	1.0	-3.9	-0.3	0.9	-1.4	11.1	0.0	5.0	-3.8
CS(=O)(=O)N(CC(=O)N/N=C/c1ccccn1)c1ccc(Oc2ccccc2)cc1	5.5	0.4	-0.3	-2.0	3.7	-8.3	0.0	2.4	-2.0
O=C(N/N=C/C(Br)=C/c1ccccc1)c1ccncc1	-1.6	-0.8	2.6	-9.6	1.8	3.4	1.0	7.0	1.2
CCOc1ccc2nc(NCCCO)[nH]c2c1	12.5	-8.4	-2.4	0.6	1.8	-135.3	2.0	-1.4	2.0
Cn1c(=O)c(C(=O)CN2CCOCC2)c(N)n(Cc2ccccc2)c1=O	-7.8	-3.0	-4.8	0.1	-0.6	-7.9	0.0	0.9	0.5
Cc1ccc(-n2c(CCC(=O)O)ccc2-c2cccs2)cc1	-15.0	0.1	5.5	-8.0	-2.3	0.8	0.0	-5.4	7.2
Cc1cc(C)cc(OCc2ccc(C(=O)NC3CCOC3=O)o2)c1 (centres undefined)	3.8	-0.1	6.6	-0.4	0.2	2.4	3.0	-4.4	1.4
